PREPL inhibitor: inhibitors of human prolyl oligopeptidase-like enzyme PREPL; Q4J6C6; recombinant PREPL, fluorescence polarization activity-based probe; inhibition, % at 5.96 µM; 0.68% of 320,000 active; AID 2751; in the data active = inhibition above about 43%;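 note: 0% = enzyme with DMSO and 100% = wells lacking enzyme; many of its hits are not listed in these tables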
Target sequence (Q4J6C6 whole entry, looked up): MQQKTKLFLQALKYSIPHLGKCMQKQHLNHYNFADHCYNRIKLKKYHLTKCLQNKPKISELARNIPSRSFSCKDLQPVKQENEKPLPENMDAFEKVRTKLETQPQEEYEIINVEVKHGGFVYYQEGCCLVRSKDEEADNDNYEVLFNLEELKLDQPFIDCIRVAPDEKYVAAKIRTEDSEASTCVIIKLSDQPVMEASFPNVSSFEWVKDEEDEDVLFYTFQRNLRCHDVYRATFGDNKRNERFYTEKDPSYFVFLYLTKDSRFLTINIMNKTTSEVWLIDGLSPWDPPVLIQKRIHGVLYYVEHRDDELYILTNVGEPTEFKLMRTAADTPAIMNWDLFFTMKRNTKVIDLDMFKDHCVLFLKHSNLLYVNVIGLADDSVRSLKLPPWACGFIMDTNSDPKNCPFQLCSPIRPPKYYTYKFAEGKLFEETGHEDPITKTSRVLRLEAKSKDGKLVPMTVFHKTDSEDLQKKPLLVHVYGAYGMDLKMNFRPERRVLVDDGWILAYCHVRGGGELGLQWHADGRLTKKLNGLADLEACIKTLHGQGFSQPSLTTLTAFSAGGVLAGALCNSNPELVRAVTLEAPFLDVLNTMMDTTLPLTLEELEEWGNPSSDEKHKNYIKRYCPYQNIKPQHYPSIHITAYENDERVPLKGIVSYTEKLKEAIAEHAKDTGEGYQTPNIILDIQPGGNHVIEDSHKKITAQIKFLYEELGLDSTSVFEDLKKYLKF
PAD4 FP inh: blocks human protein arginine deiminase 4; recombinant PAD4, RCA probe fluorescence polarization; 0.41% of 330,000 active; Q9UM07; inhibition, % at 6.36 µM;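 active = percent inhibition above a cutoff equal to the mean of all tested compounds plus 3 SD, cut at about 15% in these data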;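 note: 0% = PAD4 with RCA probe and DMSO and 100% = probe without PAD4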
PME-1 inh: PME-1 (human) inhibition; inhibition, % at 5.9 µM; recombinant PME-1, FP-Rh probe fluorescence polarization; 0.53% of 320,000 active; AID 2130; Q9Y570;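 active = inhibition above the campaign mean of all compounds plus 3 SD, cut at about 26% in these data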;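 note: competitive labeling of PME-1 active site by serine hydrolase directed probe; 0% = PME-1 with DMSO and 100% = wells lacking PME-1 enzyme; inhibitors block probe labeling so polarization falls and inhibition rises; many of its hits are not listed in these tables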
Target sequence (Q9Y570 whole entry, looked up): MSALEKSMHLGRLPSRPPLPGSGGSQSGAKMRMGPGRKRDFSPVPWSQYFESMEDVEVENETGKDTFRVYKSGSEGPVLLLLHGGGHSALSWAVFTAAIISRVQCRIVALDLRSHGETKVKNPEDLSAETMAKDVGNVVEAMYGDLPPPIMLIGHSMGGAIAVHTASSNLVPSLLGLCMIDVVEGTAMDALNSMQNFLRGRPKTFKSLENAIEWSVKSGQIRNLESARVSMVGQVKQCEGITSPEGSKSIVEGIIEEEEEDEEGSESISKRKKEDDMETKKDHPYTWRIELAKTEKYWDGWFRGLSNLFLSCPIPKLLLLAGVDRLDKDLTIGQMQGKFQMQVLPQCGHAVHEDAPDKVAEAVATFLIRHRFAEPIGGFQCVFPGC
PAFAH1B3 FP inh: blocks human PAF acetylhydrolase 1B catalytic subunit 3 | inhibition, % at 3.39 µM | 0.28% of 340,000 active | Q15102 | recombinant PAFAH1B3, FP-rhodamine probe, fluorescence polarization | AID 492972;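 active = inhibition above the screen-wide average of all tested compounds plus 3 SD, cut at about 25% in these data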;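 note: 0% = enzyme with DMSO only and 100% = wells lacking PAFAH1B3 protein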
LYPLA1 counter: counter-screen for PME1 inhibitors: inhibitors of human LYPLA1; recombinant LYPLA1, FP-Rh probe fluorescence polarization; 0.16% of 320,000 active; O75608; inhibition, % at 5.9 µM; AID 2174;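 active = inhibition above the mean of all tested compounds plus 3 SD, set per campaign, cut at about 14% in these data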;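 note: inhibitors block serine hydrolase probe labeling of LYPLA1 so polarization falls; 0% = enzyme with DMSO and 100% = wells lacking LYPLA1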
pPAFAH FP inh: pPAFAH (human) enzyme inhibition; Q13093; inhibition, % at 3.39 µM; AID 463082; 1.5% of 330,000 active; recombinant pPAFAH, FP-rhodamine probe fluorescence polarization;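 active = inhibition above the mean inhibition across the screen plus 3 SD, cut at about 25% in these data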;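 note: inhibitors block binding of the rhodamine activity-based probe so polarization drops; 0% = enzyme with DMSO and 100% = wells lacking pPAFAH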
PAFAH1B2 FP inh: blocks human PAF acetylhydrolase 1b catalytic subunit 2; P68402; 1.2% of 340,000 active; inhibition, % at 3.39 µM; recombinant PAFAH1B2, FP-rhodamine activity probe, fluorescence polarization;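 active = inhibition above the mean of all tested compounds plus 3 SD, cut at about 24% in these data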;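 note: 0% = enzyme with DMSO and 100% = wells lacking PAFAH1B2; many of its hits are not listed in these tables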
LYPLA2 counter: counter-screen for PME1 inhibitors: inhibitors of human LYPLA2; inhibition, % at 5.9 µM; 0.38% of 320,000 active; recombinant LYPLA2, FP-Rh probe fluorescence polarization; O95372;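 active = inhibition above the screen-wide mean plus 3 SD, limit set per campaign, cut at about 26% in these data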;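 note: 0% = LYPLA2 with DMSO and 100% = wells lacking LYPLA2 enzyme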
GSTO1 counter: GSTO1 inhibition, counter-screen for RBBP9 inhibitors. P78417. recombinant GSTO1, activity-based probe fluorescence polarization. inhibition, % at 5.96 µM. 1.1% of 300,000 active. AID 1974;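 active = inhibition above the campaign mean inhibition plus 3 SD, cut at about 35% in these data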;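 note: 0% = GSTO1-1 with DMSO and 100% = wells lacking GSTO1-1 enzyme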
* marks the source's active call; other numbers are inactive results. This is a subset. The share of hits here may be higher or lower than overall.

`O=C(NCC1CCCO1)/C(=C\c1ccco1)NC(=O)c1ccccc1` (configuration not stated) gave PREPL inhibitor 8, PAD4 FP inh 1, PME-1 inh -6, PAFAH1B3 FP inh 0, LYPLA1 counter 3, pPAFAH FP inh 4, PAFAH1B2 FP inh 3, LYPLA2 counter 7 and GSTO1 counter 6.
For Cc1cccc(NC(=O)CSc2ccc(-c3cccnc3)nn2)c1 the results were PREPL inhibitor -14, PAD4 FP inh -1, PME-1 inh 5, PAFAH1B3 FP inh 5, LYPLA1 counter 0, pPAFAH FP inh 5, PAFAH1B2 FP inh 0, LYPLA2 counter 3 and GSTO1 counter 4.
COc1ccc(C(=O)/C=C/c2ccsc2)cc1CSCC(=O)O was read as PREPL inhibitor 3, PAD4 FP inh -2, PME-1 inh -3, PAFAH1B3 FP inh 3, LYPLA1 counter -1, pPAFAH FP inh 2, PAFAH1B2 FP inh 2, LYPLA2 counter 5 and GSTO1 counter -3.
Screening CCOc1ccc(NC(=O)c2cc3cc4ccc(C)cc4nc3o2)cc1 returned PREPL inhibitor 6, PAD4 FP inh 3, PME-1 inh -6, LYPLA1 counter 4, pPAFAH FP inh 5, LYPLA2 counter 6 and GSTO1 counter 9.
Screening CN(C)c1ccnc(Nc2ccccc2)c1C#N returned PREPL inhibitor -1, PAD4 FP inh 3, PME-1 inh -6, LYPLA1 counter 1, pPAFAH FP inh 3, LYPLA2 counter 0 and GSTO1 counter 2.
`FC(F)(F)COc1ccc(-n2ccnc2)nn1` gave PREPL inhibitor -1, PAD4 FP inh -4, PME-1 inh 6, PAFAH1B3 FP inh 2, LYPLA1 counter 0, pPAFAH FP inh 3, PAFAH1B2 FP inh 4, LYPLA2 counter -3 and GSTO1 counter -1.
`Cc1ccc(N2CC(C(=O)N3CCCc4ccccc43)CC2=O)cc1` (configuration not stated) gave PREPL inhibitor 0, PAD4 FP inh 0, PME-1 inh -1, PAFAH1B3 FP inh 7, LYPLA1 counter 2, pPAFAH FP inh 9, PAFAH1B2 FP inh -2, LYPLA2 counter -5 and GSTO1 counter 5.
For CC1CCN(S(=O)(=O)N2CCC(C(=O)N3CCC(N(C)CC4CCCO4)CC3)CC2)CC1 (configuration not stated) the results were PREPL inhibitor 7, PAD4 FP inh 0, PME-1 inh 0, PAFAH1B3 FP inh 2, LYPLA1 counter -1, pPAFAH FP inh 0, PAFAH1B2 FP inh 4, LYPLA2 counter 6 and GSTO1 counter 9.
`CCn1ncc([N+](=O)[O-])c1C(=O)NC1CCCCC1` gave PREPL inhibitor -2, PAD4 FP inh -5, PME-1 inh -3, PAFAH1B3 FP inh 2, LYPLA1 counter 0, pPAFAH FP inh -6, PAFAH1B2 FP inh -2, LYPLA2 counter 0 and GSTO1 counter 1.
`O=C(O)Cc1ccc2ccc3ccccc3c2c1` gave PREPL inhibitor 7, PAD4 FP inh -4, PME-1 inh -1, LYPLA1 counter -1, pPAFAH FP inh 3, LYPLA2 counter -4 and GSTO1 counter -2.
Nc1c(C(=O)NCC2CCCO2)sc(=S)n1-c1ccccc1 (configuration not stated) was read as PREPL inhibitor -3, PAD4 FP inh 2, PME-1 inh -4, PAFAH1B3 FP inh 13, LYPLA1 counter -1, pPAFAH FP inh 3, PAFAH1B2 FP inh 3, LYPLA2 counter 2 and GSTO1 counter 7.
`Cc1cc(N2CCOCC2)ccc1/C=C1\NC(=O)N(CC(=O)Nc2ccc(F)cc2)C1=O` gave PREPL inhibitor 5, PAD4 FP inh 7, PME-1 inh 2, PAFAH1B3 FP inh 4, LYPLA1 counter -3, pPAFAH FP inh 4, PAFAH1B2 FP inh -5, LYPLA2 counter -1 and GSTO1 counter 2.
For Cc1cc(C(=O)Nc2c(C)n(C)n(-c3ccccc3)c2=O)on1 the results were PREPL inhibitor -2, PAD4 FP inh 1, PME-1 inh 3, PAFAH1B3 FP inh 3, LYPLA1 counter 1, pPAFAH FP inh -1, PAFAH1B2 FP inh 2, LYPLA2 counter 1 and GSTO1 counter 10.
For CCOc1cccc(-c2c(C(=O)N/N=C(\C)c3ccccn3)nnn2-c2nonc2N)c1 the results were PREPL inhibitor 3, PAD4 FP inh 2, PME-1 inh 4, PAFAH1B3 FP inh 2, LYPLA1 counter -6, pPAFAH FP inh 5, PAFAH1B2 FP inh 2, LYPLA2 counter -3 and GSTO1 counter -1.
Screening COc1ccc(/C=N/NC(=O)c2cccc(NC(=O)c3ccc(F)cc3)c2)c(C(=O)O)c1OC returned PREPL inhibitor -3, PAD4 FP inh -4, PME-1 inh -15, PAFAH1B3 FP inh -1, LYPLA1 counter -28, pPAFAH FP inh -4, PAFAH1B2 FP inh -2, LYPLA2 counter -26 and GSTO1 counter -13.
Screening CCCc1cc(C(N)=O)c(NC(C)=O)s1 returned PREPL inhibitor 4, PAD4 FP inh 6, PME-1 inh 3, PAFAH1B3 FP inh 8, LYPLA1 counter 3, pPAFAH FP inh 2, PAFAH1B2 FP inh 4, LYPLA2 counter 5 and GSTO1 counter 3.
Cc1nc(NCC2CC2)c2nnn(Cc3ccccc3)c2n1 was read as PREPL inhibitor -2, PAD4 FP inh 3, PME-1 inh 0, PAFAH1B3 FP inh -2, LYPLA1 counter -1, pPAFAH FP inh 7, PAFAH1B2 FP inh -2, LYPLA2 counter 1 and GSTO1 counter 3.
`Cc1nn(-c2ccccc2)c2c1c(C)c(CCC(=O)NCC1CCCO1)c(=O)n2C` (configuration not stated) gave PREPL inhibitor 5, PAD4 FP inh -2, PME-1 inh -5, PAFAH1B3 FP inh 3, LYPLA1 counter 1, pPAFAH FP inh 1, PAFAH1B2 FP inh 3, LYPLA2 counter 1 and GSTO1 counter 2.
For CCc1nnc(N/N=C/c2ccc(O)c(OC)c2)n1N the results were PREPL inhibitor 2, PAD4 FP inh 38*, PME-1 inh -2, PAFAH1B3 FP inh 7, LYPLA1 counter 4, pPAFAH FP inh 8, PAFAH1B2 FP inh -5, LYPLA2 counter 8 and GSTO1 counter 20.
Screening Cc1ccc(/C=C2/C(=O)N=C(N)N2C)s1 returned PREPL inhibitor 14, PAD4 FP inh 2, PME-1 inh 7, PAFAH1B3 FP inh 0, LYPLA1 counter 8, pPAFAH FP inh 0, PAFAH1B2 FP inh 5, LYPLA2 counter 3 and GSTO1 counter -2.
CCOC(=O)C1CCN(c2c(NCc3ccc(C(=O)Nc4ccc(C)cc4)cc3)c(=O)c2=O)CC1 was read as PREPL inhibitor 8, PAD4 FP inh 2, PME-1 inh -4, PAFAH1B3 FP inh 3, LYPLA1 counter 4, pPAFAH FP inh 5, PAFAH1B2 FP inh 0, LYPLA2 counter 25 and GSTO1 counter -1.
`COc1ccc(C(=O)Nc2ccc(-c3n[nH]c(=S)o3)cc2)cc1OC` gave PREPL inhibitor -3, PAD4 FP inh 2, PME-1 inh -3, PAFAH1B3 FP inh 15, LYPLA1 counter -3, pPAFAH FP inh 8, PAFAH1B2 FP inh -4, LYPLA2 counter -2 and GSTO1 counter -4.
For Nn1c(SCC(=O)NCCC2=CCCCC2)nnc1C(F)(F)F the results were PREPL inhibitor -4, PAD4 FP inh -2, PME-1 inh 2, PAFAH1B3 FP inh 0, LYPLA1 counter -3, pPAFAH FP inh -5, PAFAH1B2 FP inh 0, LYPLA2 counter 2 and GSTO1 counter -5.
`COc1ccc2ccccc2c1/C=N/n1cnnc1` gave PREPL inhibitor 3, PAD4 FP inh 3, PME-1 inh 1, PAFAH1B3 FP inh 9, LYPLA1 counter 3, pPAFAH FP inh 1, PAFAH1B2 FP inh 7, LYPLA2 counter 10 and GSTO1 counter 2.
Screening COCC1CCCN(C(=O)c2cc(COc3ccc(C(C)=O)cc3)on2)C1 (configuration not stated) returned PREPL inhibitor 1, PAD4 FP inh 1, PME-1 inh -1, PAFAH1B3 FP inh 3, LYPLA1 counter -3, pPAFAH FP inh -5, PAFAH1B2 FP inh 4, LYPLA2 counter 0 and GSTO1 counter 0.
`COC(=O)Nc1ccc2c(c1)N(C(=O)CCN1CCN3CCCC3C1)c1ccccc1S2` (configuration not stated) gave PREPL inhibitor 8, PAD4 FP inh 2, PME-1 inh 0, PAFAH1B3 FP inh 6, LYPLA1 counter -4, pPAFAH FP inh -4, PAFAH1B2 FP inh 5, LYPLA2 counter -7 and GSTO1 counter 4.
Cc1oc(-c2ccc(Cl)cc2)[n+]([O-])c1C was read as PREPL inhibitor 6, PAD4 FP inh 2, PME-1 inh -2, PAFAH1B3 FP inh -7, LYPLA1 counter -4, pPAFAH FP inh 0, PAFAH1B2 FP inh 0, LYPLA2 counter -2 and GSTO1 counter 7.
Cc1cc(/C=C2\SC(=O)N(C)C2=O)c(C)n1-c1ccc(S(N)(=O)=O)cc1 was read as PREPL inhibitor 7, PAD4 FP inh -2, PME-1 inh -3, PAFAH1B3 FP inh 4, LYPLA1 counter -2, pPAFAH FP inh 6, PAFAH1B2 FP inh 0, LYPLA2 counter -3 and GSTO1 counter -24.
For Cc1cccc(C)c1NC(=O)C1(N(C(=O)c2ccccn2)c2ccc(O)cc2)CCCCC1 the results were PREPL inhibitor 4, PAD4 FP inh -10, PME-1 inh -12, PAFAH1B3 FP inh -3, LYPLA1 counter -4, pPAFAH FP inh -6, PAFAH1B2 FP inh 7, LYPLA2 counter -8 and GSTO1 counter 5.
Screening CCc1ccc(NC(=O)CSCCN2C(=O)c3ccccc3C2=O)cc1 returned PREPL inhibitor -86, PAD4 FP inh 0, PME-1 inh 13, PAFAH1B3 FP inh 0, LYPLA1 counter -3, pPAFAH FP inh 5, PAFAH1B2 FP inh 13, LYPLA2 counter 6 and GSTO1 counter 2.
Screening CC1(C)C=Cc2c(ccc3c2OC[C@@H](c2ccc(O)cc2O)C3)O1 returned PREPL inhibitor 17, PAD4 FP inh -3, PME-1 inh -3, PAFAH1B3 FP inh 7, LYPLA1 counter -9, pPAFAH FP inh -6, PAFAH1B2 FP inh 1, LYPLA2 counter -15 and GSTO1 counter -2.
Screening O=C1CC(C(=O)Nc2ccc(Cl)cc2)S/C(=N\N=C\c2ccco2)N1 (configuration not stated) returned PREPL inhibitor 5, PAD4 FP inh -5, PME-1 inh 1, PAFAH1B3 FP inh 3, LYPLA1 counter -1, pPAFAH FP inh 5, PAFAH1B2 FP inh 6, LYPLA2 counter 4 and GSTO1 counter -3.

In the list so far, 3 contain a COOH group.
COc1ccc(C(=O)/C=C/c2ccsc2)cc1CSCC(=O)O was read as PREPL inhibitor 3, PAD4 FP inh -2, PME-1 inh -3, PAFAH1B3 FP inh 3, LYPLA1 counter -1, pPAFAH FP inh 2, PAFAH1B2 FP inh 2, LYPLA2 counter 5 and GSTO1 counter -3.
`O=C(O)Cc1ccc2ccc3ccccc3c2c1` gave PREPL inhibitor 7, PAD4 FP inh -4, PME-1 inh -1, LYPLA1 counter -1, pPAFAH FP inh 3, LYPLA2 counter -4 and GSTO1 counter -2.
Screening COc1ccc(/C=N/NC(=O)c2cccc(NC(=O)c3ccc(F)cc3)c2)c(C(=O)O)c1OC returned PREPL inhibitor -3, PAD4 FP inh -4, PME-1 inh -15, PAFAH1B3 FP inh -1, LYPLA1 counter -28, pPAFAH FP inh -4, PAFAH1B2 FP inh -2, LYPLA2 counter -26 and GSTO1 counter -13.

High-throughput results deposited in PubChem BioAssay by The Scripps Research Institute Molecular Screening Center.
